Screening results as filed in PubChem BioAssay.
FadD28 binding = M. tuberculosis FadD28 bisubstrate binding inhibition. FadD28 bisubstrate probe binding, fluorescence polarization. inhibition, % at 12.5 µM. 0.22% of 360,000 active; in the data active = inhibition above about 8.5%, passing the limit was not always enough; inconclusive = no clear call, values can overlap the other calls
Mtb FBA inh = inhibits M. tuberculosis FBA enzyme; P9WQA3; purified M. tuberculosis FBA, fluorescence read-out; inhibition, % at 1 µM; 2.3% of 360,000 active; AID 588726; in the data active = inhibition above about 27%;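 note: 0% = vehicle and 100% = reference inhibitor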
Target sequence (P9WQA3 whole entry, looked up): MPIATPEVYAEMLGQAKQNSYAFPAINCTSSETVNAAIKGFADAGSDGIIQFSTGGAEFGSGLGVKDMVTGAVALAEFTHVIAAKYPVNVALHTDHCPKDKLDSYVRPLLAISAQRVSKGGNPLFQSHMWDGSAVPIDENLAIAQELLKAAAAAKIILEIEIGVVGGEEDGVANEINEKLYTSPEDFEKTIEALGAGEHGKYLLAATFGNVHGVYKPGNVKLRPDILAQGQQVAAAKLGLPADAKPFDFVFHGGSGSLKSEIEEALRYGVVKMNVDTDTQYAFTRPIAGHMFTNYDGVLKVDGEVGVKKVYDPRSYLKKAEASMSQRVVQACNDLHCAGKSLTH
VHR inh abs = inhibitors of human VHR1 phosphatase (DUSP3); recombinant VHR phosphatase, pNPP absorbance; inhibition, % at 13.3 µM; 0.52% of 290,000 active; in the data active = inhibition above about 50%; note: some compounds called inactive have numbers as strong as hits
Target sequence (P51452 whole entry, looked up): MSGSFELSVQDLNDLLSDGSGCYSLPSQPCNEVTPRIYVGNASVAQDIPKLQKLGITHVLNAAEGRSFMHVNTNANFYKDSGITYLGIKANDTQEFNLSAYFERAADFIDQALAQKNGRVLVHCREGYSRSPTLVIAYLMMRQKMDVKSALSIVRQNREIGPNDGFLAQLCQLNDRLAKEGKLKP
BoNT-F LC inh = blocks Botulinum neurotoxin F light chain protease; Multiplex microsphere protease cleavage assay, flow cytometry; inhibition, % at 10 µM; 0.22% of 360,000 active; AID 588497; in the data active = inhibition above about 35%, passing the limit was not always enough; inconclusive = no clear call, values can overlap the other calls; note: plate controls were buffer without enzyme for full effect and enzyme alone for no effect
GDH-TPI counter = inhibits GDH-TPI coupling enzymes, artifact for Mtb FBA screen; GDH-TPI coupled enzyme counterscreen, NADH absorbance; inhibition, % at 4.8 µM; 1.2% of 360,000 active; AID 588335;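 note: 0% = DMSO wells and 100% = wells lacking the enzyme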
CCHF vOTU inh = blocks the CCHF virus ovarian tumor domain protease; CCHFV vOTU protease, Pep-AMC fluorescence; inhibition, % at 11.5 µM; 0.55% of 370,000 active; AID 651958; note: 0% = vehicle wells with enzyme and 100% = no enzyme wells
Rv3671c protease = inhibitors of M. tuberculosis serine protease Rv3671c. inhibition, % at 5.96 µM. P9WHR9. AID 2606. 0.048% of 320,000 active; in the data active = inhibition above about 38%;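 note: extracellular domain of Rv3671c used as enzyme; 0% = enzyme with DMSO and 100% = no enzyme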
UGM FP inh = inhibitors of M. tuberculosis UDP-galactopyranose mutase | inhibition, % at 10 µM | purified UGM, fluorescence polarization probe displacement | 0.06% of 320,000 active; in the data active = inhibition above about 10%, passing the limit was not always enough; inconclusive = no clear call, values can overlap the other calls
Target sequence (P9WIQ1 whole entry, looked up): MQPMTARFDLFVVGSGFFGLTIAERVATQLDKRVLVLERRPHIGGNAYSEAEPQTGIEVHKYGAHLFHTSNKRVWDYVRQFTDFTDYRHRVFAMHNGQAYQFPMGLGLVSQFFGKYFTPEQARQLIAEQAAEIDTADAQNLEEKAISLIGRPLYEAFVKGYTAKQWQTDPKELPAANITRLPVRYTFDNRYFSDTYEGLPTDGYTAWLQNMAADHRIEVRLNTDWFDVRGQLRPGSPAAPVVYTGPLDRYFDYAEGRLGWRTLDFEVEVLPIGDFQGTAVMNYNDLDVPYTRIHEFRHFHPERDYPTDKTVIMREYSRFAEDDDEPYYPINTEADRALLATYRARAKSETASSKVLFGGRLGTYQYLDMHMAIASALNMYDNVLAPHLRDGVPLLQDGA
Mtb BioA inh = BioA (M. tuberculosis) enzyme inhibition; purified M. tuberculosis BioA enzyme, plate reader; inhibition, % at 9.99 µM; 0.096% of 360,000 active; AID 602481; in the data active = inhibition above about 40%; inconclusive = no clear call, values can overlap the other calls
MazEF act = MazEF (E. coli) toxin RNase activation | P0AE70 | FAM/BHQ RNA-DNA oligo cleavage fluorescence, 5 h | activation, % at 20 µM | 0.32% of 350,000 active; in the data active = activation above about 50%
Target sequence (P0AE70 whole entry, looked up): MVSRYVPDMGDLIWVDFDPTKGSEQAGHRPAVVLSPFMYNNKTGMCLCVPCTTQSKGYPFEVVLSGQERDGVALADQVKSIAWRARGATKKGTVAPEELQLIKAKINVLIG
* hit, by the source's call; ? = inconclusive; nt = no result given; & = joins results of further samples. Cut-off read from the data, not from the text of the source, unless noted: active = inhibition above about 30%; inactive = the rest.

Under each structure – FadD28 binding	Mtb FBA inh	VHR inh abs	BoNT-F LC inh	GDH-TPI counter	CCHF vOTU inh	Rv3671c protease	UGM FP inh	Mtb BioA inh	MazEF act
Cc1ccc(NC(=O)CCc2c(C)nn(-c3ccc(N4CCOCC4)nn3)c2C)cc1C
 : -0.1	2	47	17	9	3	2	-1.0	-1.5	11
NC(=O)C1=NOC(CNc2ncc(C(F)(F)F)cc2Cl)C1 (stereo not drawn)
 : -2.5	-2	-16	-1	7	14	3	0.6	5.9	12
CCn1cc([N+](=O)[O-])c(=O)c2cc(F)c(N3CCOCC3)cc21
 : -4.7	1	nt	10	6	5	-8	0.9	0.2	-5
COc1ccccc1S(=O)Cc1ccc(C(=O)O)o1 (stereo not drawn)
 : -1.1	1	8	-8	-2	-5	-3	-2.6	-0.7	4
COc1cc(NC(=O)C/C(C)=N/NC(=O)Cc2ccc(Cl)cc2)c(OC)cc1Cl
 : -6.4	-2	17	0	-4	-3	-4	0.5	-0.3	0
CC(=O)Nc1cc2c3c(cccc3c1)-c1ccccc1-2
 : -2.4	140*	nt	-2	12	-181	nt	nt	nt	3
Cc1c(C(=O)NNC(=O)c2ccccc2O)oc2ccccc12
 : 0.0	5	nt	5	27	3	nt	nt	-3.6	-5
Cc1ccc(NC(=O)c2cc3ccccc3o2)cc1Cl
 : -1.0	-2	35	11	7	-3	nt	-0.4	-0.9	13
O=C(c1cccs1)N(C(=O)c1cccs1)c1ccc(Br)cn1
 : -4.3	-3	-10	1	3	2	-4	0.8	1.8	-7
Cc1cccc(NC(=S)NNC(=O)c2csc(C(C)C)c2)c1
 : 0.9	3	-9	2	4	9	0	0.9	nt	8
CC1(C)Cc2ccccc2-c2nnc(-c3cccnc3)n21
 : 0.5	1	20	-5	5	0	1	0.1	nt	3
O=C(CCN1C(=O)S/C(=C\c2ccccc2)C1=O)N1CCCCC1
 : -2.4	-10	24	-10	10	3	6	-4.5	1.8	7
N=c1c(C(=O)NCCc2ccccc2)cc2c(=O)n3ccccc3nc2n1Cc1ccco1
 : -6.4	30*	17	8	3	-21	-7	2.1	nt	14
CCOC(=O)c1nn(-c2ccc(Cl)cc2)c2nnc(Cc3ccccc3)c(=O)n12
 : -1.6	0	18	0	-2	25	-12	-0.2	nt	2
Cc1nc(NC(=O)COC(=O)[C@@H](NC(=O)c2ccco2)C(C)C)c(Cl)cc1Cl
 : nt	-4	nt	0	0	2	-2	3.8	-1.1	-2
O=C(NCC1OCCc2ccccc21)c1cc(COc2c(F)cccc2F)on1 (stereo not drawn)
 : -2.4	0	17	-1	9	1	-11	2.2	nt	-6
CC(OC(=O)c1cc2sccc2n1C)C(=O)NCc1cccs1 (stereo not drawn)
 : -5.9	0	13	-10	4	2	8	1.7	-0.3	-2
COc1ccccc1-c1nc(COc2ccc(Cl)cc2Cl)no1
 : -0.8	0	32	?	22	1	-4	-2.1	nt	-5
C[C@@H]1CCCCO[C@H](CN(C)C(=O)c2ccccc2)[C@@H](C)CN([C@H](C)CO)C(=O)c2cc(NC(=O)c3ccncc3)ccc2O1
 : -0.6	1	nt	-3	7	-3	nt	nt	-0.9&-0.7&-2.3	4
CN1OC[C@@H]2CN(S(=O)(=O)c3cc(Cl)cc(Cl)c3)[C@H](c3ccc(-c4ccc(C#N)cc4)cc3)C[C@@H]21
 : -0.2	0	nt	-4	nt	10	nt	nt	-1.6	nt
O=C(Cn1cnc2cc([N+](=O)[O-])ccc2c1=O)Nc1ccc(N2CCOCC2)cc1
 : 0.1	4	22	-1	13	2	9	0.9	-1.6	-19
CC(C)NC(=O)COC(=O)c1ccccc1CSC1=NCCS1
 : -2.2	1	29	-10	-6	10	-10	0.7	-1.5	15
Cc1cccc(/C=C/C(=O)c2cc(Br)ccc(=O)c2O)c1
 : 1.7	3	21	-10	6	6	10	-1.0	-1.9	-6
CC(=O)c1ccc(N2CCN(C(=O)c3cc(-c4ccncc4)nc4ccc(Cl)cc34)CC2)cc1
 : -3.3	-1	19	2	12	-3	-5	-1.1	1.5	-8
COc1ccc(NC(=O)CN2CCC(C(N)=O)(N3CCCCC3)CC2)c(OC)c1
 : -1.9	0	5	-4	-8	8	2	-0.2	nt	4
O=C(CCN1CCCCC1)N/N=C/c1ccc(Br)cc1
 : -2.2	-2	-1	-4	8	0	-5	-1.5	nt	7
Cc1ccc(-n2cc(-c3ccccc3)c3c(N4CCOCC4)ncnc32)cc1
 : 1.0	3	23	-1	3	2	nt	nt	nt	-2
CCCCCCCCCCCCS[C@H]1CS(=O)(=O)C[C@@H]1O
 : 0.5	3	-7	?	3	5	4	-3.8	-1.9	-6
COc1ccccc1C(=O)C1CCCN(C(=O)c2ccccc2C(C)=O)C1 (stereo not drawn)
 : 0.4	4	6	-1	1	10	nt	nt	1.2	7
Cc1cc(C(=O)C(C)Cl)c(C)n1Cc1ccco1 (stereo not drawn)
 : 0.1	3	26	-1	0	2	-7	-0.7	nt	9

Ten entries from above in a different format.
smiles	FadD28 binding	Mtb FBA inh	VHR inh abs	BoNT-F LC inh	GDH-TPI counter	CCHF vOTU inh	Rv3671c protease	UGM FP inh	Mtb BioA inh	MazEF act
O=C(Cn1cnc2cc([N+](=O)[O-])ccc2c1=O)Nc1ccc(N2CCOCC2)cc1	0.1	4	22	-1	13	2	9	0.9	-1.6	-19
CC(C)NC(=O)COC(=O)c1ccccc1CSC1=NCCS1	-2.2	1	29	-10	-6	10	-10	0.7	-1.5	15
Cc1cccc(/C=C/C(=O)c2cc(Br)ccc(=O)c2O)c1	1.7	3	21	-10	6	6	10	-1.0	-1.9	-6
CC(=O)c1ccc(N2CCN(C(=O)c3cc(-c4ccncc4)nc4ccc(Cl)cc34)CC2)cc1	-3.3	-1	19	2	12	-3	-5	-1.1	1.5	-8
COc1ccc(NC(=O)CN2CCC(C(N)=O)(N3CCCCC3)CC2)c(OC)c1	-1.9	0	5	-4	-8	8	2	-0.2	nt	4
O=C(CCN1CCCCC1)N/N=C/c1ccc(Br)cc1	-2.2	-2	-1	-4	8	0	-5	-1.5	nt	7
Cc1ccc(-n2cc(-c3ccccc3)c3c(N4CCOCC4)ncnc32)cc1	1.0	3	23	-1	3	2	nt	nt	nt	-2
CCCCCCCCCCCCS[C@H]1CS(=O)(=O)C[C@@H]1O	0.5	3	-7	?	3	5	4	-3.8	-1.9	-6
COc1ccccc1C(=O)C1CCCN(C(=O)c2ccccc2C(C)=O)C1 (stereo not drawn)	0.4	4	6	-1	1	10	nt	nt	1.2	7
Cc1cc(C(=O)C(C)Cl)c(C)n1Cc1ccco1 (stereo not drawn)	0.1	3	26	-1	0	2	-7	-0.7	nt	9

Other records
Under each structure – FadD28 binding	Mtb FBA inh	VHR inh abs	BoNT-F LC inh	GDH-TPI counter	CCHF vOTU inh	Rv3671c protease	UGM FP inh	Mtb BioA inh	MazEF act
CN1C(=S)SC(/[N+]([O-])=C\c2ccccc2)C1(C)C (stereo not drawn)
 : -3.0	1	4	-17	-4	16	2	4.3	-1.3	-4
Cc1cc(O)c(NC(=O)c2cc([N+](=O)[O-])ccc2Cl)cc1C
 : 1.2	2	-10	-2	5	0	-2	-0.6	-2.8	3
O=S(=O)(NCCSc1ccc(Cl)cc1)c1ccc(F)cc1
 : -5.0	-3	32	-4	5	13	-1	-0.4	nt	2
COC(=O)c1ccccc1NC(=O)CSc1nc2ccsc2c(=O)n1Cc1ccc(C(=O)O)cc1
 : -2.2	-3	nt	0	-5	16	nt	nt	-0.1	-4
COc1ccc(N=C2SCC(c3ccc(C)cc3)=NN2CCO)cc1
 : -0.3	1	13	?	23	-2	4	-0.1	nt	-9
CS(=O)(=O)N(CCc1ccccc1)CC(=O)N1CCc2ccccc2C1
 : -5.0	-1	4	?	-10	2	2	-0.6	0.6	-2
O=C(Cn1c(C(F)(F)F)nc2ccccc21)Nc1ccccc1N1CCOCC1
 : -2.9	3	33	1	-2	15	5	-1.3	nt	10
CCN(CC)S(=O)(=O)c1ccc(C)c(NC(=O)Cc2ccc(S(=O)(=O)N3CCOCC3)s2)c1
 : 0.2	7	22	3	0	8	-8	1.3	-3.1	-9
O=C(Cn1c(=O)c2ccccc2n(CC(=O)N2CCCCC2)c1=O)N1CCCCC1
 : -4.8	-4	-13	6	6	-4	-5	3.8	-2.1	8
CCOC(=O)CSc1nc2c(sc(=S)n2-c2ccccc2OC)c(=O)n1-c1ccccc1OC
 : -1.3	-2	10	-1	28	12	3	2.5	-1.1	-3
CCCCN(CC)C(=O)c1cc2cc3ccc(Cl)cc3nc2o1
 : -1.8	1	-11	2	18	6	-43	1.1	nt	-2
COc1ccc(N2CCN(C(=O)C3CCN(S(=O)(=O)c4ccc(F)cc4)CC3)CC2)cc1
 : -0.5	3	-3	-2	-4	-5	-2	0.7	nt	1
COc1ccc(NS(=O)(=O)c2ccc(NC(=O)c3ccc(CN4CCOCC4)cc3)cc2)cc1
 : -4.7	-1	-5	-1	-1	1	-12	-1.3	2.3	-5
O=C1NC(=O)C2(CCCC2C(=O)O)N1 (stereo not drawn)
 : -1.0	-1	nt	4	-7	-4	nt	nt	-1.9	5
COc1ccc(CCC(C)NCCc2ccc(Cl)cc2Cl)cc1 (stereo not drawn)
 : -3.6	-1	-25	-39	11	13	2	-3.1	2.6	27
CCc1nc2ccc(C(=O)N(CC)CCN(C)C)cn2c1N(C)C(=O)c1cccc(OC)c1
 : -0.4	-2	nt	-5	0	20	nt	nt	0.3	nt
Cc1ccc(C)c(CSCC(=O)NCc2cccs2)c1
 : -3.1	1	2	-6	-4	-13	4	0.3	nt	-7
COc1cc(OC)c(/C=N/n2c(C)nnc2C)c(OC)c1
 : -3.2	2	-1	-2	5	-1	1	-2.1	2.6	-1
O=c1[nH]c(CSc2ncc(C(F)(F)F)cc2Cl)nc2cc(C(F)(F)F)ccc12
 : -1.2	-5	-15	5	-2	-5	-9	2.1	0.4	-6
O=C(Nc1ccccc1)Nc1snnc1C(=O)Nc1cccc(O)c1
 : -3.2	1	5	-11	5	13	nt	nt	nt	6
O=C(CN1CCCCCC1)N1c2ccccc2C=Cc2ccccc21
 : -3.9	-4	19	2	-7	1	5	0.3	0.4	-6
Cc1ccc(S(=O)(=O)CCC(=O)NC2CCCC2)cc1
 : -1.1	-2	0	7	2	-1	1	0.8	-1.1	-5
Cc1ccc(NC(=O)CN(C)C(=O)c2cc3ccccc3o2)cc1
 : -2.1	0	7	3	6	-7	-8	3.1	nt	-11
CC(=O)Nc1sc(C)c(C)c1C(=O)OCC(=O)Nc1ccc(S(N)(=O)=O)cc1
 : 0.1	0	nt	-6	9	0	-14	2.3	-1.7	-16
COCCN(CCOC)C(=O)c1ccc(CSc2nc3ccccc3s2)cc1
 : -0.4	4	5	-4	2	-12	2	-1.6	0.3	7
Nc1nc(CSc2nnc(-c3cccc(F)c3)n2-c2ccccc2)nc(N2CCOCC2)n1
 : -0.5	0	-2	2	-4	1	9	-0.6	nt	18
Cc1c([N+](=O)[O-])cc(S(=O)(=O)Nc2ccc(-c3ccc(N4CCCC4)nn3)cc2)cc1[N+](=O)[O-]
 : -6.5	-2	nt	-8	3	1	1	nt	0.1	4
C/C(=N\N=C1\NC(=O)C(CC(=O)NCc2ccccc2)S1)C(C)C (stereo not drawn)
 : -2.2	0	-4	-7	9	0	-6	-1.7	-0.5	3
Cc1c(C(=O)O)[nH]c2c1C(=O)CC(c1ccc(C(C)(C)C)cc1)C2 (stereo not drawn)
 : -1.1	2	-7	4	-5	14	-1	0.0	-0.4	1
COc1cc(C(=O)Nc2ccc3c(c2)OCO3)ccc1OCc1c(C)noc1C
 : -3.5	-5	24	-9	-5	2	7	-1.4	nt	8
